ERb SRC1 inh = inhibitors of ERβ-SRC1 coactivator interaction, primary screen, biochemical, TR-FRET, ERβ LBD, SRC-1 peptide. Estrogen receptor beta (Homo sapiens), Q92731. TR-FRET ER-beta LBD / SRC1-Cy5 peptide binding; receptor agonist-loaded with 1 µM estradiol. inhibition, % at 25.6 µM. hit rate 1.3% among 86,000. AID 633, 2007;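 active = compounds whose percent inhibition of the receptor-coactivator binding signal exceeds about 50% in the single-dose screen, limit read from the data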;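 note: 0% = receptor plus peptide wells without compound and 100% = peptide-only wells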
sEH inhibitor = soluble epoxide hydrolase inhibitors, primary screen, biochemical, human sEH; recombinant human sEH enzymatic activity assay; inhibition, % at 2 µM; hit rate 0.34% among 91,000; AID 707, 2007; in the data active = inhibition above about 80%; note: values of inactives mirror those of a sister screen read the other way; many of its hits are not listed in these tables
Calb biofilm kill = clotrimazole potentiators killing Candida biofilms, primary screen, with clotrimazole, Alamar Blue. C. albicans biofilm + clotrimazole. AID 834, 2007. inhibition, % at 6 µM. hit rate 0.14% among 85,000;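 active = inhibition above 20%; inactive = inhibition below 20%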;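 note: preformed 24 hr biofilms exposed to compound for 48 hr; 0% = biofilm without compound and 100% = blank killed by clotrimazole plus chlorhexidine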
CD11b adhes inh = inhibitors of CD11b/CD18 adhesion to fibrinogen, primary screen, K562 cells, luminescence. inhibition, % at 10 µM. hit rate 0.54% among 93,000. Integrin beta-2 (Homo sapiens) + Integrin alpha-M (Homo sapiens), P05107+P11215. AID 1497, 2009. ATPlite luminescence; Mn2+ added to activate the integrin;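 active = primary inhibition of 50% or more at 10 µM, then 40% or more on retest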; note: some results filed as inactive read as strong as hits
MT1-MMP txn act = MT1-MMP promoter reporter activation – cell-based, luciferase luminescence, primary screen | HT1080 MT1-MMP promoter luciferase reporter, overnight; stronger effect = higher value | activation factor at 10 µM | hit rate 0.16% among 86,000 | AID 750, 2007;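 active = activation factor of at least 2 for MT1-MMP transcription at 10 µM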
ERa coact pot = enhancers of ERα–SRC-1 coactivator binding, primary screen, biochemical, TR-FRET, ERα LBD, low estradiol | Estrogen receptor (Homo sapiens), P03372 | TR-FRET ERalpha-LBD/SRC-Cy5 coactivator binding, 2 h; 100 = basal binding, no effect | coactivator binding (% of control), % at 25.6 µM | hit rate 1.3% among 86,000; in the data active = activity above about 200%;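 note: binding measured in presence of low estradiol as agonist stimulus; 0% = peptide alone without receptor and 100% = receptor with peptide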
Target sequence (P03372 whole entry, looked up, the tested form may be a part): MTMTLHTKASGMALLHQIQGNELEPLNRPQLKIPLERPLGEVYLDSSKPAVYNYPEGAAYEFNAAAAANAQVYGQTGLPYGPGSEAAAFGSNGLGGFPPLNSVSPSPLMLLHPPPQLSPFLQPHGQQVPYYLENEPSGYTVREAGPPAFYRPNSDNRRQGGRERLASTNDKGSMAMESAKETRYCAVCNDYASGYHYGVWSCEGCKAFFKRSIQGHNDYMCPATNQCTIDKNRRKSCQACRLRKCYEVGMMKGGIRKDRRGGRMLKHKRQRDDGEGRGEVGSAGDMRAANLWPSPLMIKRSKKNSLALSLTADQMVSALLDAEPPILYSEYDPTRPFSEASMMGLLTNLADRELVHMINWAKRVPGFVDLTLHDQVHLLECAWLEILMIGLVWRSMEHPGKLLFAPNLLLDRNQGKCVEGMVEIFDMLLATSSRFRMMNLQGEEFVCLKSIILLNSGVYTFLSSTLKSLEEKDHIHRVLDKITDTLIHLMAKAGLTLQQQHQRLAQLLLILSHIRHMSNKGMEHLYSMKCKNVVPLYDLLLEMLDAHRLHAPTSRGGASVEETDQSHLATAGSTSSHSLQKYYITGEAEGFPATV
sEH activator = soluble epoxide hydrolase activators, primary screen, biochemical, human sEH. purified human sEH enzymatic activity, activator screen. AID 717, 2007. Bifunctional epoxide hydrolase 2 (Homo sapiens), P34913. hit rate 0.04% among 91,000. activation, % at 2 µM; in the data active = activation above about 37%; note: values of inactives mirror those of a sister screen read the other way
CD11b adhes enh = enhancers of CD11b/CD18 adhesion to fibrinogen, primary screen, K562 cells, luminescence; Integrin beta-2 (Homo sapiens) + Integrin alpha-M (Homo sapiens), P05107+P11215; ATPlite luminescence; activation, % at 10 µM; hit rate 0.07% among 93,000;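 active = 10 µM primary screen giving 50% or more activity, confirmed by 40% or more on retest at that dose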; note: strong numbers were not always called active; reference of the scale not given here
Smad3 FoxH1 inh = Smad3/FoxH1 peptide binding inhibitors, primary screen, biochemical, TR-FRET; Mothers against decapentaplegic homolog 3 (Homo sapiens), P84022; inhibition, % at 25 µM; TR-FRET Smad3/Dy647-FoxH1 peptide binding, europium anti-His; hit rate 0.29% among 88,000;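 active = compounds that reduce the energy-transfer binding signal between the protein and its labelled peptide by more than half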;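 note: 0% = Smad3 plus labelled peptide maximal FRET and 100% = peptide-only background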
Target sequence (P84022 whole entry, looked up): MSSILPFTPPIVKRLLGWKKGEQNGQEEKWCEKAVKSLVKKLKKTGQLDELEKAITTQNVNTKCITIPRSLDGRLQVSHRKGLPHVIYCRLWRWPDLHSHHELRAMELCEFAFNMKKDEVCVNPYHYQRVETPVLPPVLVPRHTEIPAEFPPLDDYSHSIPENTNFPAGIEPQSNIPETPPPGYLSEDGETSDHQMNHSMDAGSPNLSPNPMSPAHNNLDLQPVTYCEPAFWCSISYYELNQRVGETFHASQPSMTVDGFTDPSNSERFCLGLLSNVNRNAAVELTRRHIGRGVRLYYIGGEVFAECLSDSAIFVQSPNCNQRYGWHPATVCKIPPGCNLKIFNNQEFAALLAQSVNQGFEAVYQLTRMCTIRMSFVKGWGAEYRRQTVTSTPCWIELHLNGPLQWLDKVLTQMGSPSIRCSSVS
Active calls of the source: *; [ ] = remark or other dose. An excerpt; count on the stated rates, not on these rows.

What do the screens show for `Cc1ccc2[nH]c(=O)c3cc(C(=O)N(CCCOC(C)C)Cc4ccco4)sc3c2c1`?
ERb SRC1 inh: 6; sEH inhibitor: -17; Calb biofilm kill: 8; CD11b adhes inh: 11; ERa coact pot: 105; sEH activator: 14; CD11b adhes enh: -3; Smad3 FoxH1 inh: 6

Results for CCCCC(=O)NCCc1cc2c(C)ccc(C)c2[nH]c1=O ?
ERb SRC1 inh: -3; sEH inhibitor: -2; Calb biofilm kill: 6; MT1-MMP txn act: 1.1; ERa coact pot: 94; sEH activator: 2; Smad3 FoxH1 inh: -8

What do the screens show for `Cc1cc(N2CCCC2)nc(-c2ccccc2O)n1`?
ERb SRC1 inh: 7[fluorescence artefact?]; sEH inhibitor: -15; Calb biofilm kill: 7; CD11b adhes inh: -8; MT1-MMP txn act: 1.5; ERa coact pot: 134[fluorescence artefact?]; sEH activator: 14; CD11b adhes enh: -1; Smad3 FoxH1 inh: 0

How did C=CCNc1nc(C2(C)CC3(CC(C)OC3=O)C(=O)O2)cs1 (stereo unspecified) do in these assays?
ERb SRC1 inh: -2; Calb biofilm kill: 9; MT1-MMP txn act: 1.1; ERa coact pot: 99; Smad3 FoxH1 inh: 4

What do the screens show for `COc1ccc(CNC(=O)CN(C(=O)c2cc3sccc3n2C)C2CCCC2)cc1`?
ERb SRC1 inh: -5; Calb biofilm kill: 6; CD11b adhes inh: -21; MT1-MMP txn act: 1.1; ERa coact pot: 93; CD11b adhes enh: 8; Smad3 FoxH1 inh: -2

Results for CC1(C)CC(=O)c2cnc(N3CCN(c4ccccc4)CC3)nc2C1 ?
ERb SRC1 inh: -4; sEH inhibitor: -12; Calb biofilm kill: 3; CD11b adhes inh: -24; MT1-MMP txn act: 1.2; ERa coact pot: 112; sEH activator: 11; CD11b adhes enh: -2; Smad3 FoxH1 inh: 2

How did O=C(NCc1ccccc1)Oc1cccc(Cl)c1 do in these assays?
ERb SRC1 inh: -12; sEH inhibitor: 8; Calb biofilm kill: 4; MT1-MMP txn act: 1.4; ERa coact pot: 55; sEH activator: -6; Smad3 FoxH1 inh: -12

What do the screens show for `COCCCNC(=O)/C=C/c1ccc(Cl)cc1`?
sEH inhibitor: -15; CD11b adhes inh: 8; sEH activator: 16; CD11b adhes enh: -3

How did CC1(C)CC(=O)C=C(NCCCN2CCCC2=O)C1 do in these assays?
ERb SRC1 inh: -5; sEH inhibitor: 13; Calb biofilm kill: -4; MT1-MMP txn act: 1.2; ERa coact pot: 103; sEH activator: -11; Smad3 FoxH1 inh: -1

Results for O=C1CCC(C(=O)NCc2cccnc2)N1 (stereo unspecified) ?
ERb SRC1 inh: -14[fluorescence artefact?]; sEH inhibitor: -7; Calb biofilm kill: 8; MT1-MMP txn act: 1.1; ERa coact pot: 102; sEH activator: 9; Smad3 FoxH1 inh: 5

How did O=C(C1CCCN(S(=O)(=O)c2cccc3nonc23)C1)N1CCN(c2ccccc2)CC1 (stereo unspecified) do in these assays?
ERb SRC1 inh: -7; sEH inhibitor: -3; Calb biofilm kill: -3; CD11b adhes inh: -1; MT1-MMP txn act: 1; ERa coact pot: 113; sEH activator: 3; CD11b adhes enh: 0; Smad3 FoxH1 inh: -4

How did COC(=O)c1sc(NC(=O)c2cc3c(s2)CCCC3)nc1C do in these assays?
ERb SRC1 inh: 1[fluorescence artefact?]; sEH inhibitor: 12; Calb biofilm kill: 7; CD11b adhes inh: -37; MT1-MMP txn act: 1.3; ERa coact pot: 150; sEH activator: -12; CD11b adhes enh: 4; Smad3 FoxH1 inh: 8

What do the screens show for `O=C(COC(=O)c1ccc(Br)o1)Nc1nc2ccccc2s1`?
ERb SRC1 inh: -21; Calb biofilm kill: 8; CD11b adhes inh: -1; MT1-MMP txn act: 1.3; ERa coact pot: 104; CD11b adhes enh: -1; Smad3 FoxH1 inh: 8

Results for COc1ccccc1N/N=C/c1c(CO)cnc(C)c1O ?
ERb SRC1 inh: -17; sEH inhibitor: 6; Calb biofilm kill: 6; CD11b adhes inh: -31; MT1-MMP txn act: 1.3; ERa coact pot: 116[fluorescence artefact?]; sEH activator: -6; CD11b adhes enh: -2; Smad3 FoxH1 inh: 11

What do the screens show for `Cn1c(=O)c2c(nc(CN3CCC(C(N)=O)CC3)n2Cc2ccccc2F)n(C)c1=O`?
ERb SRC1 inh: -2; sEH inhibitor: -21; Calb biofilm kill: 9; CD11b adhes inh: 0; MT1-MMP txn act: 1.1; ERa coact pot: 100; sEH activator: 18; CD11b adhes enh: -3; Smad3 FoxH1 inh: -8

What do the screens show for `CCOC(=O)N1CCN(c2nc(-c3cccc(OC)c3)cc(C(F)(F)F)n2)CC1`?
ERb SRC1 inh: 21[fluorescence artefact?]; sEH inhibitor: -5; Calb biofilm kill: 3; CD11b adhes inh: -14; MT1-MMP txn act: 1; ERa coact pot: 76[fluorescence artefact?]; sEH activator: 4; CD11b adhes enh: -4; Smad3 FoxH1 inh: -2

What do the screens show for `CCCC(=O)c1cc(F)c(N2CCN(CCC#N)CC2)cc1C`?
ERb SRC1 inh: -12; Calb biofilm kill: 5; CD11b adhes inh: -3; MT1-MMP txn act: 1; ERa coact pot: 115; CD11b adhes enh: 0; Smad3 FoxH1 inh: 13[fluorescence artefact?]

How did CCCP(=O)(CC(=O)N(CC)CC)c1ccccc1 (stereo unspecified) do in these assays?
ERb SRC1 inh: -7; sEH inhibitor: -6; CD11b adhes inh: -13; MT1-MMP txn act: 1.1; ERa coact pot: 125; sEH activator: 6; CD11b adhes enh: 0; Smad3 FoxH1 inh: 6

Results for CC12CCC(=O)N1C(C(=O)O)Cc1c2[nH]c2ccccc12 (stereo unspecified) ?
ERb SRC1 inh: -2[fluorescence artefact?]; sEH inhibitor: 2; Calb biofilm kill: 6; CD11b adhes inh: -6; MT1-MMP txn act: 1.1; ERa coact pot: 135[fluorescence artefact?]; sEH activator: -1; CD11b adhes enh: -2; Smad3 FoxH1 inh: 5

Results for COc1ccc(N=Cc2c(O)[nH]c3ccccc23)cc1 ?
ERb SRC1 inh: 0; sEH inhibitor: 7; Calb biofilm kill: 3; MT1-MMP txn act: 1.3; ERa coact pot: 107[fluorescence artefact?]; sEH activator: -7; Smad3 FoxH1 inh: -1

What do the screens show for `CCOc1ccc(OCC)c(NC(=O)CN2CCN(c3cc(C)ccc3C)CC2)c1`?
ERb SRC1 inh: -5[fluorescence artefact?]; sEH inhibitor: 15; Calb biofilm kill: 5; CD11b adhes inh: 0; MT1-MMP txn act: 1.1; ERa coact pot: 111; sEH activator: -12; CD11b adhes enh: 1; Smad3 FoxH1 inh: 26[fluorescence artefact?]

How did CCCCOc1ccc(N(CC(=O)NC2CCCC2)C(=O)CCC(=O)Nc2ccccn2)cc1 do in these assays?
ERb SRC1 inh: -4[fluorescence artefact?]; sEH inhibitor: 9; Calb biofilm kill: 9; MT1-MMP txn act: 1; ERa coact pot: 111; sEH activator: -11; Smad3 FoxH1 inh: 3

Results for Cc1cc(C)cc(-n2c3nc4ccccc4nc3c3c(=O)n(Cc4ccco4)cnc32)c1 ?
ERb SRC1 inh: 14; sEH inhibitor: 6; Calb biofilm kill: 3; CD11b adhes inh: 2; MT1-MMP txn act: 1.1; ERa coact pot: 120; sEH activator: -5; CD11b adhes enh: 54; Smad3 FoxH1 inh: 14

What do the screens show for `O=C(CN1C(=O)CSC1=O)NCc1ccccc1`?
ERb SRC1 inh: -2; sEH inhibitor: 8; Calb biofilm kill: 3; CD11b adhes inh: -1; MT1-MMP txn act: 1; ERa coact pot: 111; sEH activator: -9; CD11b adhes enh: -7; Smad3 FoxH1 inh: -2

Results for COC(=O)c1[nH]c2c(c1C)C(=O)CC(c1ccccc1)C2 (stereo unspecified) ?
ERb SRC1 inh: -3[fluorescence artefact?]; sEH inhibitor: -8; Calb biofilm kill: 1; CD11b adhes inh: 25; ERa coact pot: 100[fluorescence artefact?]; sEH activator: 9; CD11b adhes enh: 2; Smad3 FoxH1 inh: -3

How did Fc1ccc(CSc2nnc(-c3cnccn3)n2Cc2ccco2)cc1 do in these assays?
ERb SRC1 inh: 2[fluorescence artefact?]; sEH inhibitor: -11; Calb biofilm kill: 3; CD11b adhes inh: -6; MT1-MMP txn act: 1.2; ERa coact pot: 112; sEH activator: 10; CD11b adhes enh: 0; Smad3 FoxH1 inh: 4

What do the screens show for `O=C(CSc1ccsc1[N+](=O)[O-])NCCc1ccccc1`?
ERb SRC1 inh: -1; sEH inhibitor: -22; Calb biofilm kill: -3; CD11b adhes inh: 13; MT1-MMP txn act: 1.1; ERa coact pot: 88; sEH activator: 20; CD11b adhes enh: -6; Smad3 FoxH1 inh: -21

What do the screens show for `CCN(CC)c1ccc(C(=O)n2cnc3ccccc32)cc1`?
ERb SRC1 inh: 3; Calb biofilm kill: 4; CD11b adhes inh: 15; MT1-MMP txn act: 1.7; ERa coact pot: 97[fluorescence artefact?]; CD11b adhes enh: -5; Smad3 FoxH1 inh: 4

How did COc1cccc(-c2nc(CSCC(=O)N3CCc4ccccc43)c(C)o2)c1 do in these assays?
ERb SRC1 inh: -6; sEH inhibitor: -5; Calb biofilm kill: 3; CD11b adhes inh: 12; MT1-MMP txn act: 0.9; ERa coact pot: 86; sEH activator: 4; CD11b adhes enh: 4; Smad3 FoxH1 inh: 4

What do the screens show for `CCN(CC)CCN1C(=O)C(=O)/C(=C(/O)c2ccc(OC(C)C)cc2)C1c1ccncc1` (stereo unspecified)?
ERb SRC1 inh: -248[fluorescence artefact?]; sEH inhibitor: 2; Calb biofilm kill: 4; CD11b adhes inh: 5; MT1-MMP txn act: 1.2; ERa coact pot: 101; sEH activator: -1; CD11b adhes enh: 0; Smad3 FoxH1 inh: 4

How did Cc1cccc(OCCCC(=O)Nc2nccs2)c1 do in these assays?
ERb SRC1 inh: -10; sEH inhibitor: -3; Calb biofilm kill: -4; CD11b adhes inh: 6; MT1-MMP txn act: 1; ERa coact pot: 129[fluorescence artefact?]; sEH activator: 2; CD11b adhes enh: -2; Smad3 FoxH1 inh: 8

How did O=C(Nc1ccccc1Cl)C1CCCN(S(=O)(=O)c2ccc(F)cc2)C1 (stereo unspecified) do in these assays?
ERb SRC1 inh: 2; sEH inhibitor: 7; Calb biofilm kill: -4; CD11b adhes inh: -6; MT1-MMP txn act: 1; ERa coact pot: 90; sEH activator: -5; CD11b adhes enh: 2; Smad3 FoxH1 inh: -1

Results for O=C(C[n+]1ccc(C(=O)N/N=C/c2ccc(Br)cc2)cc1)c1ccccc1 ?
ERb SRC1 inh: 23; sEH inhibitor: 36; Calb biofilm kill: -3; CD11b adhes inh: -1; MT1-MMP txn act: 1.1; ERa coact pot: 98[fluorescence artefact?]; sEH activator: -36; CD11b adhes enh: -4; Smad3 FoxH1 inh: 9

What do the screens show for `Cc1noc(C)c1S(=O)(=O)Nc1ccc(C(=O)NC2CCCCC2C)cc1` (stereo unspecified)?
sEH inhibitor: 14; CD11b adhes inh: -18; MT1-MMP txn act: 1.1; sEH activator: -12; CD11b adhes enh: 0

Source: PubChem (several laboratories)
